# IMP-1 inh = blocks Pseudomonas aeruginosa IMP-1 metallo-beta-lactamase; purified IMP-1, nitrocefin hydrolysis, epi-absorbance fluorescence; inhibition, % at 5.6 µM; 0.45% of 290,000 active; AID 1556;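 active = inhibition above the mean plus 3 SD of all compounds in the same screening run, cut at about 4.5% in these data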;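 note: 0% = IMP-1 with DMSO and 100% = DMSO wells lacking enzyme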
#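 Test system: recombinant IMP-1 enzyme, purified / Medium: HEPES buffer pH 7.1 with ZnSO4 and Brij 35 / Doses: single dose, 5.6 µM / Times: 25 °C, 15 min preincubation, 25 min reaction / Detection: Epi-absorbance via hydrolysed-nitrocefin quenching of white-plate fluorescence, 480/530 nm, EDTA stop / Evaluation: percent inhibition from optical density relative to buffer-blank wells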
# V1R ag counter = V1a receptor agonism, counter-screen for OXTR agonists. activation, % at 3 µM. AID 2797. CHO-V1R cells, Fluo-8 calcium fluorescence, agonist mode; 0% DMSO, 100% 3 nM vasopressin. 0.25% of 320,000 active. P37288;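 active = activation above the mean activation of all tested compounds plus 3 SD, per screening run, cut at about 20% in these data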;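 note: signal is peak over basal fluorescence ratio across a 100 second FLIPR read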
# PHOSPHO1 inh = blocks human PHOSPHO1 phosphatase activity; recombinant PHOSPHO1, absorbance phosphatase assay; inhibition, % at 13.3 µM; Q8TCT1; 1.1% of 290,000 active; in the data active = inhibition above about 60%
# HCV NS3 hel inh = inhibitors of Hepatitis C virus NS3 helicase | NS3 helicase DNA unwinding, Cy5 molecular beacon fluorescence | inhibition, % at 10.9 µM | 0.56% of 290,000 active | AID 1800;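 active = inhibition above the mean of all tested compounds plus 3 SD, set per campaign, cut at about 35% in these data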;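 note: 0% = DMSO wells and 100% = thioflavine S control wells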
#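 assay system = NS3 helicase fragment of HCV | buffer or medium = MOPS pH 6.5, MgCl2, DTT, Tween20, BSA | timing = 60 min unwinding reaction at 25 °C after ATP addition | signal = Cy5 beacon fluorescence read at start and 1 h | read-out basis = % inhibition of unwinding | control set = low DMSO, high thioflavine S at 110 µM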
# GPR7 antag = human neuropeptides B/W receptor 1 antagonism; P48145; GPR7-expressing cells, fluorescence antagonist assay; inhibition, % at 4.4 µM; 1.1% of 290,000 active; AID 1861; in the data active = inhibition above about 16%, passing the limit was not always enough;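 note: cells stimulated with the agonist NPW; 0% = agonist with vehicle and 100% = vehicle without agonist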
# Target sequence (P48145 whole entry, looked up): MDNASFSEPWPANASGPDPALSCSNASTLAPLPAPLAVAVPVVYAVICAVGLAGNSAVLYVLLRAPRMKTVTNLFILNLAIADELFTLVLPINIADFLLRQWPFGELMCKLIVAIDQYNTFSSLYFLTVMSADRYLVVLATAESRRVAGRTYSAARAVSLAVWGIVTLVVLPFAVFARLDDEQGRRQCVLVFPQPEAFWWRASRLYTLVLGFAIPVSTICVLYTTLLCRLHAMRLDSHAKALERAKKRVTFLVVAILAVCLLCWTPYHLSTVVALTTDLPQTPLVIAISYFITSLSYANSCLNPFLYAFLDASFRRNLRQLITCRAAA
# DNA FID counter = fluorescent intercalator displacement, NS3 helicase counter-screen. DNA fluorescent intercalator displacement, fluorescence. inhibition, % at 7.9 µM. 0.17% of 290,000 active. AID 1845; in the data active = inhibition above about 37%;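 note: 0% = vehicle and 100% = reference compound; higher means more ethidium bromide displaced from hairpin DNA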
# GalR3 antagonist = blocks the human galanin receptor 3 | 0.44% of 360,000 active | inhibition, % at 3 µM | HEK293 GalR3-CNG cAMP membrane potential fluorescence; galR3 body fused to GalR1 C-terminus;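 active = inhibition above the screen-wide average plus 3 SD, cut at about 13% in these data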;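 note: forskolin and galanin both at EC90 stimulate the cells; cAMP rise reported by CNG channel membrane potential dye signal; 0% = forskolin plus galanin with DMSO and 100% = forskolin alone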
# VIM-2 inhibitor = blocks Pseudomonas aeruginosa VIM-2 metallo-beta-lactamase; inhibition, % at 5.6 µM; purified VIM-2, nitrocefin hydrolysis, epi-absorbance fluorescence; 0.89% of 290,000 active;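 active = inhibition above the mean of all tested compounds plus 3 SD, cutoff set per screening run, cut at about 7.5% in these data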;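 note: red hydrolysis product quenches plate fluorescence so inhibitors raise well fluorescence; 0% = enzyme with DMSO and 100% = DMSO without enzyme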
# OXTR ag = human OXTR agonism; activation, % at 3 µM; CHO-OTR cells, Fluo-8 calcium fluorescence; normalized: DMSO 0%, oxytocin 100%; 0.32% of 320,000 active; P30559;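 active = activation above the mean of all tested compounds plus 3 SD, cutoff set per screening run, cut at about 20% in these data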;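 note: peak over basal fluorescence ratio from a 100 s FLIPR kinetic read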
# Target sequence (P30559 whole entry, looked up): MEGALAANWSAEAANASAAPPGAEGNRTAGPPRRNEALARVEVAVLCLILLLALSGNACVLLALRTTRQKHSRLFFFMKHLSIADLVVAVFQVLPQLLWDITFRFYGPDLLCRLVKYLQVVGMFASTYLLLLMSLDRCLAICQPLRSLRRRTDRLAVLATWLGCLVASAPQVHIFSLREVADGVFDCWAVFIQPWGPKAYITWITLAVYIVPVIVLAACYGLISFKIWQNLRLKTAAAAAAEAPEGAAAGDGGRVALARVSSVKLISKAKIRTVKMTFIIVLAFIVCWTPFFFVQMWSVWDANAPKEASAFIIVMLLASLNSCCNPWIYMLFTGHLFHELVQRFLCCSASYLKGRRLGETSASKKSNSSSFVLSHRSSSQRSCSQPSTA
# An asterisk follows results filed as active; . = not tested or not shown.
canonical_smiles | IMP-1 inh | V1R ag counter | PHOSPHO1 inh | HCV NS3 hel inh | GPR7 antag | DNA FID counter | GalR3 antagonist | VIM-2 inhibitor | OXTR ag
O=C1NCCN(Cc2cccc(Oc3ccccc3)c2)C1CC(=O)N1CCCCO1 (stereo unspecified) | -3.0 | 1.5 | 47.7 | -6.2 | 10.9 | -20.5 | -6.4 | -1.6 | 0.1
C/C(=N\NC(=O)C(NC(=O)c1ccccc1)C(C)C)c1ccccc1 (stereo unspecified) | -2.4 | -0.8 | 1.6 | 13.7 | -5.1 | -15.9 | -3.3 | -3.9 | -2.0
CCOCCCNC(=O)C1CCN(Cc2ccc(OCc3ccccc3)c(OC)c2)CC1 | -1.7 | -0.4 | 8.3 | -3.9 | -17.1 | 11.1 | -10.9 | -1.5 | -0.7
CC(=O)c1ccc(N=C2SCCCN2C(=O)C2CCCCC2)cc1 | -2.4 | -0.6 | -7.7 | 7.0 | -12.9 | -20.2 | 3.5 | 0.2 | -0.7
CCN(CC)C(=O)Cn1cc(SCC(=O)Nc2cc(C)on2)c2ccccc21 | -2.7 | 0.1 | 16.5 | 1.8 | 5.0 | -22.3 | -2.3 | -1.4 | -0.1
Cc1ccc(NC(=O)CS(=O)CC(=O)NCCCN(C)c2ccccc2)cc1 (stereo unspecified) | -2.5 | -0.1 | 0.7 | 5.4 | -1.3 | -14.1 | -4.0 | -5.5 | -1.6
O=C(Cc1cccs1)N1CCN(S(=O)(=O)c2ccc(F)cc2)CC1 | -3.2 | -0.3 | 1.7 | -4.2 | -5.9 | -5.1 | 4.2 | -1.2 | -0.7
O=C1N(CCCl)c2ccc(Br)cc2C12OCCO2 | -1.4 | -0.2 | 35.6 | -2.5 | -2.3 | 2.5 | -10.8 | 0.9 | -1.1
COc1ccccc1N1CCN(C(=O)CSc2ncnc3scc(-c4ccccc4)c23)CC1 | -2.6 | -1.5 | -13.5 | -8.2 | -0.6 | -30.4 | -2.8 | -2.1 | -2.9
Cc1ccc(NC2=CC(=O)OC(C)C2)cc1 (stereo unspecified) | -1.7 | -0.8 | 21.0 | -5.5 | -3.4 | -7.7 | -4.2 | -2.5 | -0.3
CC(=O)NC(c1cccc([N+](=O)[O-])c1)c1ccc2cccnc2c1O (stereo unspecified) | -2.0 | . | -11.3 | 19.1 | 1.6 | -9.6 | -6.6 | -1.5 | .
CCCCc1nc2cc(C(=O)NC(C)c3cnn(C)c3)ccc2o1 (stereo unspecified) | 25.1* | -0.6 | 7.5 | 15.6 | 4.1 | -31.6 | -1.1 | -0.5 | -2.0
CCCOc1ccc(C2C(C(=O)c3cc4ccccc4o3)=C(O)C(=O)N2c2cc(C)on2)cc1OC (stereo unspecified) | -0.7 | 1.7 | 12.6 | 6.1 | 0.6 | -45.9 | -8.0 | 0.9 | 0.8
Cc1ccc(NC(=O)C2CCCN(S(=O)(=O)c3ccc4c(c3)oc(=O)n4C)C2)nc1 (stereo unspecified) | -2.4 | 0.2 | 22.2 | 10.3 | -3.2 | -5.4 | 5.1 | -1.6 | 0.6
CCOC(=O)Cn1cc(Cl)cc(C(=O)Nc2ccccc2)c1=O | -1.4 | -1.6 | 28.4 | 2.9 | -7.3 | -12.5 | -8.1 | 0.6 | -1.1

# An excerpt from above, reduced to PHOSPHO1 inh, IMP-1 inh and VIM-2 inhibitor.
Structure | PHOSPHO1 inh | IMP-1 inh | VIM-2 inhibitor
CC(=O)c1ccc(N=C2SCCCN2C(=O)C2CCCCC2)cc1 | -7.7 | -2.4 | 0.2
CCN(CC)C(=O)Cn1cc(SCC(=O)Nc2cc(C)on2)c2ccccc21 | 16.5 | -2.7 | -1.4
Cc1ccc(NC(=O)CS(=O)CC(=O)NCCCN(C)c2ccccc2)cc1 (stereo unspecified) | 0.7 | -2.5 | -5.5

# By substructure, the entries above containing an aryl thioether with sulfur outside any ring
canonical_smiles | IMP-1 inh | V1R ag counter | PHOSPHO1 inh | HCV NS3 hel inh | GPR7 antag | DNA FID counter | GalR3 antagonist | VIM-2 inhibitor | OXTR ag
CCN(CC)C(=O)Cn1cc(SCC(=O)Nc2cc(C)on2)c2ccccc21 | -2.7 | 0.1 | 16.5 | 1.8 | 5.0 | -22.3 | -2.3 | -1.4 | -0.1
COc1ccccc1N1CCN(C(=O)CSc2ncnc3scc(-c4ccccc4)c23)CC1 | -2.6 | -1.5 | -13.5 | -8.2 | -0.6 | -30.4 | -2.8 | -2.1 | -2.9

# Next part
canonical_smiles | IMP-1 inh | V1R ag counter | PHOSPHO1 inh | HCV NS3 hel inh | GPR7 antag | DNA FID counter | GalR3 antagonist | VIM-2 inhibitor | OXTR ag
COc1ccc2cnn(CCOc3cc(C)ccc3C(C)C)c(=O)c2c1OC | -2.8 | 1.1 | -9.8 | -0.8 | -7.2 | -34.9 | -11.9 | -3.4 | -1.5
Cc1ccc(NC(=O)CCCN2C(=S)NC(C)(C)CC2C)cc1 (stereo unspecified) | -4.7 | -0.5 | -26.7 | 9.7 | -4.6 | -10.8 | -0.2 | 0.5 | -0.9
CCOc1ccc(N(CC(=O)Nc2ccccc2C(=O)N2CCCC2)S(C)(=O)=O)cc1 | -4.2 | 1.6 | 18.4 | -0.7 | 1.2 | -22.0 | -7.5 | -2.1 | 1.6
O=C(CSc1nnc(SCc2ccc(Cl)cc2)s1)N/N=C/c1c(Cl)cccc1Cl | -1.2 | -0.4 | 10.7 | 2.3 | -10.3 | 3.0 | -2.4 | -2.5 | -0.6
CCC(C)C1NC(=S)N(C2CCCCC2)C1=O (stereo unspecified) | -3.0 | -1.5 | 33.0 | 11.1 | -0.7 | -9.1 | -8.9 | -5.2 | -1.7
CCCOc1ccc(CCN2CCC(=O)NC2=O)cc1C | -2.8 | -0.2 | 17.6 | -6.0 | -8.2 | -13.7 | 0.0 | -3.5 | -0.9
CC(=O)c1cccc(N=C2NC(=O)C(CO)(CO)S2)c1 | 0.1 | 1.8 | -0.5 | 6.8 | -11.0 | 2.1 | -1.2 | -0.6 | 0.5
COc1ccc(CN2C(=O)NC3(CCOc4ccccc43)C2=O)cc1F (stereo unspecified) | -4.4 | 2.0 | -1.4 | -1.9 | 17.9 | -7.1 | -3.6 | -3.9 | 0.7
COc1ccc(N2CCN(C(=O)CSc3ncnc4scc(-c5ccc(C)cc5)c34)CC2)cc1 | -2.7 | -0.5 | . | -3.6 | -6.6 | -2.1 | -5.1 | -0.7 | -0.8

# Compound activity from PubChem.
